NTR1 ag: NTR1-driven beta-arrestin-GFP spot formation – imaging, U2OS cells, high content, primary screen (AID 493036). activation, % at 20 µM. actives 0.17% (n = 330,000). P30989. agonist mode;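 active means activation at or above 40% of the spot to cytoplasm intensity ratio, with at least 20 cells analyzed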;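 further: 0% = DMSO without peptide and 100% = 100 nM NTR1 peptide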
Target sequence (P30989 whole entry, looked up): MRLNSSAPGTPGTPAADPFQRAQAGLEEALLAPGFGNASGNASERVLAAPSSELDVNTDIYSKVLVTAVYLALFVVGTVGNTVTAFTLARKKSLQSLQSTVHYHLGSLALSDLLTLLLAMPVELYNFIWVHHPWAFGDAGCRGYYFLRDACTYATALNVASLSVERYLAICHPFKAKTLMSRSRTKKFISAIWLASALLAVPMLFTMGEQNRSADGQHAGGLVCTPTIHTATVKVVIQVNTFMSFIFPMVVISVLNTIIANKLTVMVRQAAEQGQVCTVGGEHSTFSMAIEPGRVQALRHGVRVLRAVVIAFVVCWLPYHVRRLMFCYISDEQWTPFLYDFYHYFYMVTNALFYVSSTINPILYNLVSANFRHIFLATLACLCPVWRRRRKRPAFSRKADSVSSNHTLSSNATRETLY
GPR55 LPI antagonism: inhibition of LPI-stimulated GPR55 beta-arrestin translocation – imaging, U2OS, beta-arrestin-GFP, LPI agonist, primary screen (AID 2013) | U2OS GPR55 beta-arrestin-GFP translocation imaging, LPI antagonism; higher % means a stronger effect | inhibition, % at 10 µM; hits with a dose series show IC50 in µM | actives 0.13% (n = 290,000);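 active means spots per cell inhibited over 60%, with over 100 cells counted and total cytoplasm intensity under 500,000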;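 further: U2OS cells stably carrying GPR55 and arrestin-GFP stimulated by 5 µM LPI near EC80; imaged beta-arrestin-GFP aggregate spots per cell after agonist stimulation; plate controls were LPI-stimulated DMSO wells for no effect and DMSO wells without LPI for full effect; some results filed as inactive read as strong as hits; confirmed hits need IC50 under 10 µM and bright autofluorescent wells are also inconclusive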
Hep lipid drop: hepatic lipid droplet formation modulation; AML12 mouse hepatocytes, oleate lipid droplets, BODIPY imaging; inhibition, % at 6.5 µM; actives 0.4% (n = 240,000); AID 1656;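 active means lipid droplet intensity inhibited by at least 50%, with more than 500 cells counted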
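Technique: fluorescence imaging, 20x objective, two fields per well / Assay system: AML12 hepatocytes (mouse) / Measure: % inhibition of lipid droplet signal / Doses: 6.5 µM single-point dosing / Incubation: overnight exposure / Reagent: 100 µM oleic acid challenge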
SV40 large T antigen: SV40 large T antigen inhibitors, biochemical (AID 1903) | inhibition, % at 20 µM; hits with a dose series show IC50 in µM | actives 0.39% (n = 310,000) | SV40 large T antigen ATPase/helicase inhibition assay; higher % means a stronger effect; in the data active means a potency from the dose series; further: strong numbers were not always called active
LYP inhibition: inhibitors of LYP phosphatase, biochemical, fluorescence intensity, uHTS (AID 1779); inhibition, % at 11.5 µM; hits with a dose series show IC50 in µM; recombinant LYP phosphatase, fluorescence intensity; higher % means a stronger effect; actives 0.054% (n = 290,000); in the data active means inhibition above about 50%;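 further: plate controls were vehicle with enzyme for no effect and no enzyme for full effect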
Rac1 GTP hydrolysis: MgcRacGAP GTPase-activating activity inhibitors, confirmation, biochemical, ADP Hunter fluorescence | AID 624330 | inhibition, % at 30 µM, or IC50 in µM where a hit was titrated | actives 0.6% (n = 340,000) | MgcRacGAP-stimulated Rac1 GTP hydrolysis, ADP Hunter fluorescence; higher % means a stronger effect; GST-tagged Rac1 F28L mutant substrate;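 active means first-screen hits whose inhibition reached a set limit at any dose in the follow-up dose series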;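 further: fluorescence reports GDP produced by GAP-driven GTP hydrolysis; strong numbers were not always called active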
GPR35 arrestin U2OS: inhibition of zaprinast-stimulated GPR35 beta-arrestin translocation – imaging, U2OS, beta-arrestin-GFP, zaprinast agonist, primary screen (AID 2058); U2OS GPR35 beta-arrestin-GFP translocation imaging, zaprinast antagonism; higher % means a stronger effect; one-dose inhibition, % at 10 µM; IC50 in µM for titrated hits; actives 0.052% (n = 290,000);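 active means inhibition of at least 50% with at least 30 cells and total cytoplasm GFP at most 10,000,000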
T cell HTS: T cell immune modulators affecting CD8 T cell-vesicle binding | 2C CD8+ T cell-vesicle binding, flow cytometry; hits give low values | calls only at 7 µM | actives 0.068% (n = 330,000) | AID 2052;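 active means response, share of CD8 T cells binding vesicles, and their 90th percentile fluorescence all below set limits, cut at about 80% in these data, passing the limit was not always enough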
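System: murine 2C transgenic CD8+ T lymphocytes; also added: QL9-loaded Drosophila micro-vesicles; times: binding 1.5 h at 37 °C; measured by: flow cytometry, PE anti-B7-1 (FL2) versus Alexa647 anti-CD8 (FL8), PFA-fixed; control set: Peptide-free naked vesicles (low) and QL9 vesicles with 0.7% DMSO vehicle (high)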
GPR55 activation: GPR55 agonists via beta-arrestin recruitment, primary screen, imaging, U2OS cells, beta-arrestin-GFP redistribution (AID 1961); U2OS GPR55 beta-arrestin-GFP redistribution imaging; higher % means a stronger effect; activation, % at 10 µM; hits with a dose series show EC50 in µM; actives 0.048% (n = 290,000);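 active means activation above 40% with more than 50 cells counted in the well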;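 further: U2OS osteosarcoma cells stably expressing GPR55 and beta-arrestin-GFP; plate controls were DMSO negative control for no effect and LPI positive control for full effect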
Hep lipid drop cells 6.5 µM: second read-out of Hep lipid drop, no call of its own (marks repeat the call); cell count; measured here: cell count, cytotoxicity flag;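 cells counted across two imaged fields per well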
T cell HTS vesicle-bound %: recorded beside T cell HTS, whose call it bears; double positive events, %; measured here: CD8+ vesicle-bound cell fraction;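 binding gate set so that unloaded-vesicle control wells show 10% double positive cells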
NTR1 ag cell count 20 µM: also measured in NTR1 ag; calls as there; cell count; measured here: cell count, cytotoxicity flag
Numbers without * were called inactive; i = inactive; . = not tested or not shown.

SMILES	NTR1 ag	NTR1 ag cell count 20 µM	GPR55 LPI antagonism	Hep lipid drop	Hep lipid drop cells 6.5 µM	SV40 large T antigen	LYP inhibition	Rac1 GTP hydrolysis	GPR35 arrestin U2OS	T cell HTS	T cell HTS vesicle-bound %	GPR55 activation
O=C(NC(=S)Nc1ccc(Br)cc1)C1CCC1	1.1	62	7%	-7	737	18%	-5%	1%	2%	i	18	-0.1%
COc1ccc(C(=O)NCCNc2nc3ccc(C)cc3cc2C#N)cc1OC	-0.3	65	3%	8	832	23%	-11%	2%	-16%	i	7	0.4%
CCc1cc2c(=O)c(-c3nc4ccccc4n3C)c(COCC(=O)O)oc2cc1OC(=O)C(C)(C)C	1.2	73	21%	.	.	1%	2%	1%	-2%	i	32	-0.1%
CCN(C(=O)c1cn(C)c(=O)c2ccccc12)c1ccccc1F	0.6	47	-5%	.	.	-2%	-6%	9%	-6%	i	9	0.3%
Cc1ccc(N(C)S(=O)(=O)c2ccc(C)cc2)cc1	1.1	76	-3%	-8	785	3%	-6%	3%	-15%	i	31	0.6%
O=C(NCCc1ccccc1)C(=O)c1c[nH]c2ccccc12	3.1	64	14%	.	.	-4%	-6%	13%	9%	i	6	0.6%
O=C(Nc1c(C(=O)N2CCCCC2)cnn1-c1ccccc1)c1ccco1	0.5	41	0%	.	.	15%	-2%	1%	15%	i	26	-2.3%
O=S(=O)(NCc1cccnc1)c1ccc(Cl)nc1	-1.2	40	.	.	.	-2%	-6%	-10%	9%	i	51	-0.1%
COc1cc(Nc2ncnc(N)n2)cc(OC)c1OC	-0.6	69	-15%	7	758	2%	-12%	5%	4%	i	28	-0.4%
O=C(NC1CCCCC1)c1cc(-n2cnnc2)ccc1Cl	0.1	66	25%	7	699	4%	-5%	6%	2%	i	7	-0.1%
Cc1cc(C)nc(SCC(=O)Nc2ccc(S(=O)(=O)NC(C)(C)C)cc2)n1	0.0	67	-4%	23	796	1%	-2%	0%	1%	i	11	-0.1%
CCC1Oc2ccc(C)cc2N(CC(=O)NCCCN2CCN(Cc3ccccc3)CC2)C1=O (stereo not given)	0.4	50	21%	2	724	1%	-1%	-4%	-2%	.	.	1.1%
CC12CCC(C(=O)N(NC(=O)c3ccccc3Cl)C1=O)C2(C)C (stereo not given)	4.1	85	-3%	0	548	3%	-9%	13%	-9%	i	34	-0.2%
O=C(CC(c1ccccc1)c1ccccc1)Nc1ccc(C(=O)O)cc1	-0.6	95	4%	-2	805	8%	4%	13%	3%	i	6	0.0%
Cc1nnc(NC(=O)c2ccc(F)c(S(=O)(=O)N3CCCCC3)c2)s1	3.2	59	5%	-3	828	4%	-6%	1%	-8%	i	2	-0.1%
COC(=O)CCC(=O)NNC(=O)CCC(=O)Nc1cccc(Cl)c1C	-1.1	80	5%	-3	671	1%	2%	9%	-3%	i	32	0.2%
O=C(CSc1nnc(-c2ccco2)n1-c1ccccc1Cl)Nc1cccc(C(=O)O)c1	1.6	36	-1%	0	728	24%	-1%	14%	1%	i	22	0.3%
O=C(NNC(=O)C1[C@H]2CCCC[C@@H]12)c1ccc(=O)oc1 (stereo not given in full)	1.5	52	3%	7	615	22%	0%	10%	3%	i	28	-0.1%
COc1ccc(NS(=O)(=O)c2ccc(N3CCOCC3)c(NC(=O)c3ccc(OC)cc3)c2)cc1	6.2	37	9%	4	638	5%	-1%	3%	18%	i	6	0.2%
O=C(COc1ccc(Br)cc1)N1CCC(c2ccccc2)C1 (stereo not given)	-0.5	51	9%	.	.	-2%	-8%	-2%	8%	i	42	-0.1%

Complete entries from above. Screens in order: NTR1 ag, NTR1 ag cell count 20 µM, GPR55 LPI antagonism, Hep lipid drop, Hep lipid drop cells 6.5 µM, SV40 large T antigen, LYP inhibition, Rac1 GTP hydrolysis, GPR35 arrestin U2OS, T cell HTS, T cell HTS vesicle-bound %, GPR55 activation
Record of COC(=O)CCC(=O)NNC(=O)CCC(=O)Nc1cccc(Cl)c1C → -1.1, 80, 5%, -3, 671, 1%, 2%, 9%, -3%, i, 32, 0.2%
Record of Cc1cc(C)nc(SCC(=O)Nc2ccc(S(=O)(=O)NC(C)(C)C)cc2)n1 → 0.0, 67, -4%, 23, 796, 1%, -2%, 0%, 1%, i, 11, -0.1%
Record of COc1ccc(NS(=O)(=O)c2ccc(N3CCOCC3)c(NC(=O)c3ccc(OC)cc3)c2)cc1 → 6.2, 37, 9%, 4, 638, 5%, -1%, 3%, 18%, i, 6, 0.2%
Record of O=C(CSc1nnc(-c2ccco2)n1-c1ccccc1Cl)Nc1cccc(C(=O)O)c1 → 1.6, 36, -1%, 0, 728, 24%, -1%, 14%, 1%, i, 22, 0.3%

Additional compounds
SMILES	NTR1 ag	NTR1 ag cell count 20 µM	GPR55 LPI antagonism	Hep lipid drop	Hep lipid drop cells 6.5 µM	SV40 large T antigen	LYP inhibition	Rac1 GTP hydrolysis	GPR35 arrestin U2OS	T cell HTS	T cell HTS vesicle-bound %	GPR55 activation
O=C(NN=C1CCCC1)c1cc(O)cc(O)c1	1.5	60	-5%	-2	767	24%	-7%	7%	0%	i	64	0.7%
Cc1c(C)n(C)c2ccc(C(=O)N3CCN(c4ccccn4)CC3)cc12	-0.7	86	-3%	-59	776	8%	-6%	6%	-10%	i	52	0.6%
CCOC(=O)c1sc2ccccc2c1NC(=O)c1coc2ccccc2c1=O	5.5	38	-2%	17	656	7%	1%	11%	-11%	i	39	0.1%
CCC1=C(OC(=O)N(CC)CC)N2C(=O)OC(=NCc3ccccc3)[C@]2(C)[C@H]2C1=CC[C@H]1C(=O)N(CC(=O)OC)C(=O)[C@H]12	-3.4	83	-13%	7	695	13%	-6%	5%	-17%	i	20	0.8%
COc1cc(OC)c(-n2c(C)cc(C=O)c2C)cc1Cl	0.7	56	4.7µM*	-2	752	21%	-5%	9%	3%	i	10	-0.1%
CC1CCC2(CC1)OCC1(CCC3(COC4(CCC(C)CC4)OC3)C1=O)CO2 (stereo not given)	1.3	41	-1%	19	726	-2%	3%	1%	-7%	i	55	-0.1%
CCC1Oc2ccc(C)cc2N(CC(=O)NCCCN2CCCCC2CC)C1=O (stereo not given)	-0.6	57	8%	-5	671	-6%	0%	-1%	-14%	i	58	-0.2%
c1ccc(OCc2nc(-c3cccs3)no2)cc1	0.2	44	18%	18	774	-8%	-6%	-1%	7%	i	10	-0.1%
O=C(CSc1nnc(-c2cccs2)n1-c1ccccc1)c1ccc2c(c1)OCCO2	15	43	4%	.	.	.	3%	3%	2%	i	47	0.1%
COc1ccc(OC)c(S(=O)(=O)NC2CCN(Cc3ccccc3)CC2)c1	0.5	53	18%	-1	757	-2%	-3%	5%	5%	i	3	-0.1%
COc1ccccc1CNC(=O)CCS(=O)(=O)c1ccc(Cl)cc1	0.0	52	.	.	.	2%	.	4%	.	i	32	.
Cc1c(NC(=O)C(C#N)=C2CCCCC2)c(=O)n(-c2ccccc2)n1C	-1.2	58	5%	.	.	4%	-8%	9%	3%	i	38	-0.2%
NC(=O)C1(N2CCCCC2)CCN(C(=O)c2ccc(-n3cnnn3)cc2)CC1	-0.5	50	10%	.	.	-3%	5%	3%	10%	i	43	0.3%
O=C(NCc1cccs1)c1nc2c(nnn2Cc2ccc(F)cc2)c(=O)[nH]1	0.0	63	-12%	0	752	8%	-3%	0%	-17%	i	38	0.2%
CCCCNC(=O)CS(=O)Cc1nc(-c2cccc(Cl)c2)oc1C (stereo not given)	-1.1	83	-5%	.	.	7%	-3%	-2%	14%	i	23	-0.1%
CCOC(=O)Nc1ccc2c(c1)N(C(=O)CCN1CCN(CCO)CC1)c1ccccc1CC2	-1.1	45	-1%	-8	724	-2%	4%	17%	-2%	i	39	0.3%
O=c1c2ccccc2nc2c3ccccc3c(NCCO)nn12	1.7	51	-2%	1	668	5%	-10%	11%	-11%	i	38	0.2%
CCCN1Cc2cccc(C(=O)Nc3cc(OC)cc(OC)c3)c2C1=O	2.3	54	-9%	.	.	17%	-1%	7%	6%	i	40	-0.1%
CC(NC(=S)Nc1ccc([N+](=O)[O-])cc1)c1ccncc1 (stereo not given)	5.5	26	1%	2	722	10%	-5%	13%	-17%	i	62	-0.1%
Cn1ncc(N=Cc2ccccc2O)c1C(=O)Nc1ccccc1	-0.2	50	1%	-3	727	2%	0%	2%	9%	i	54	0.0%
O=C(Nc1nc(-c2cccs2)cs1)c1ccc(S(=O)(=O)N2CCCC2)cc1	11	39	5%	.	.	15%	-5%	11%	-4%	i	31	1.2%
CCc1cccc(C)c1NC(=O)CCNC(=O)c1cccc(C)c1	1.3	36	-8%	2	792	7%	-4%	6%	7%	i	25	-0.1%
CCn1c(CNC(=O)c2cccc(C)c2)nc2ccccc21	1.5	74	8%	4	701	5%	2%	5%	12%	i	25	0.8%
COC(=O)c1cc(C(=O)OCC(=O)Nc2ccccc2OC(F)F)cc([N+](=O)[O-])c1	4.4	46	15%	7	678	11%	1%	8%	-7%	i	8	-0.6%
COc1ccc2nc(NC(=O)c3ccc(NC(=O)C4CCCO4)cc3)sc2c1 (stereo not given)	-0.1	101	2%	-1	855	-1%	-3%	10%	-2%	i	63	0.0%
COc1ccccc1N1CCN(C(c2cccs2)C(C)NC(=O)c2ccncc2)CC1 (stereo not given)	1.9	45	7%	14	719	6%	-4%	13%	-4%	i	42	-0.2%
Cc1ccc(-c2cc(C(=O)OC3CCOC3=O)c3ccccc3n2)c(C)c1 (stereo not given)	0.2	51	0%	-13	684	4%	1%	-1%	-2%	i	26	-0.1%
CCC1CCCCN1C(=O)COC(=O)c1ccc(S(=O)(=O)N2CCOCC2)cc1 (stereo not given)	.	.	1%	.	.	-1%	-4%	11%	-13%	.	.	-0.3%
COC(=O)c1ccc(-c2nc3cc(Cl)c(N)cc3s2)cc1	0.5	65	-2%	-8	665	-4%	3%	11%	4%	i	18	-0.3%
Cc1ccc(S(=O)(=O)Nc2ccc(S(=O)(=O)N3CCCC3)cc2)cc1	0.3	26	-8%	.	.	9%	3%	8%	-9%	i	6	-0.2%
CC(C)Oc1cccc(-c2cc(C(=O)N3CCN(c4ncccn4)CC3)c3ccccc3n2)c1	10	96	3%	.	.	10%	-1%	5%	6%	i	56	-0.1%
CCOC(=O)c1ccc(S(=O)(=O)N2CCN(C(=O)c3nn(C)c(=O)c4ccccc34)CC2)cc1	-0.4	42	4%	-16	586	-41%	-2%	5%	5%	i	8	0.0%
